From PubChem
phage Ecoli inh – growth loss of phage-infected E. coli, primary screen, RecBCD inhibitor project, absorbance, with phage, HTS; inhibition, % at 11.9 µM; 360,000 tested, 0.26% active; in the data active means inhibition above about 11%
SR-BI HDL uptake – inhibitors of SR-BI mediated HDL lipid uptake, primary screen, ldlA[mSR-BI] cells, fluorescence, single point; Scavenger receptor class B member 1 (Mus musculus), Q61009; ldlA[mSR-BI] CHO cells, DiI-HDL uptake fluorescence, 3 h; inhibition, % at 12.5 µM; 320,000 tested, 0.96% active;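 active means mean replicate inhibition of at least 70% and a set share of replicates each scoring 70 or more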;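 further: 0% = median of neutral control wells and 100% = median of positive control wells; values of inactives mirror those of a sister screen read the other way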
Target sequence (Q61009 whole entry, looked up): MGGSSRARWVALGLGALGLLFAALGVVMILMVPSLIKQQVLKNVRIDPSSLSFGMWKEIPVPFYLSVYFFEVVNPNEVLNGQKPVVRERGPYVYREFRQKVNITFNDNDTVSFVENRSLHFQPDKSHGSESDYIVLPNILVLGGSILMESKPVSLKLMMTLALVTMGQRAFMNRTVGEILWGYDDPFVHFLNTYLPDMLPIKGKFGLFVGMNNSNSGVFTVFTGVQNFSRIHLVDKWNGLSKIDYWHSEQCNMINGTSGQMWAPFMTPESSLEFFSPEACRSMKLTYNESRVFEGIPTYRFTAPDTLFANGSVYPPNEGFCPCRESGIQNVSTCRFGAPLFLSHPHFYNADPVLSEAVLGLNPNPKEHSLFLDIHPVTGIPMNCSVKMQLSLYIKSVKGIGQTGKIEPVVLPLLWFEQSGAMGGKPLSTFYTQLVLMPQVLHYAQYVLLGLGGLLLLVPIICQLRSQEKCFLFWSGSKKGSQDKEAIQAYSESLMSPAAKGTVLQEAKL
Wnt bcat act – Wnt/beta-catenin pathway activators, primary screen, cell-based, plate reader, single point | 300,000 tested, 1.2% active | activation, % at 9.35 µM | Wnt/beta-catenin reporter cell assay, activator; in the data active means activation above about 30%, passing the limit was not always enough;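 further: 0% = neutral control wells and 100% = positive control wells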
Ecoli viability – E. coli V3065 growth inhibition, primary screen, counter-screen for AddAB inhibitor project, absorbance, OD600 | 18 h | inhibition, % at 11.9 µM | 330,000 tested, 0.27% active | AID 449728, 2010;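 active means inhibition above the campaign's mean inhibition across all tested compounds plus 3 SD, cut at about 9.9% in these data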;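 further: uninfected addAB+ strain grown without phage in ampicillin broth; 0% = DMSO wells and 100% = ciprofloxacin 0.95 µg/ml wells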
AddAB inh – growth inhibition of E. coli expressing H. pylori AddAB, primary screen, AddAB inhibitor project, absorbance | inhibition, % at 11.9 µM | 330,000 tested, 0.29% active | AID 435030, 2010; in the data active means inhibition above about 12%;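 further: 0% = vehicle wells of infected cells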
CAL PDZ FP-1 – untagged CAL PDZ binding inhibitors, primary screen, biochemical, fluorescence polarization, HTS. Golgi-associated PDZ and coiled-coil motif-containing protein (Homo sapiens), Q9HD26. purified CAL PDZ, TMR-peptide fluorescence polarization, 1 h. inhibition, % at 24.9 µM. 300,000 tested, 0.92% active. AID 602252, 2012;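 active means mean inhibition of at least 30% with at least half of replicates also reaching 30%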;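 further: 0% = DMSO neutral control and 100% = excess unlabeled competitor peptide PRC23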
SR-BI DiI-HDL act – activators of SR-BI mediated DiI-HDL uptake, primary screen, ldlA[mSR-BI] CHO cells, DiI fluorescence; 3 h; 100 = double the neutral-control signal; activation, % at 12.5 µM; 320,000 tested, 0.096% active; AID 504775, 2011;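 active means mean replicate activation of at least 60% and every replicate at or above 60%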;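 further: 0% = median plate neutral-control signal and 100% = twice that signal; values of inactives mirror those of a sister screen read the other way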
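Assay system: CHO ldlA[mSR-BI] cells, LDL receptor-null, SR-BI overexpressing; medium: Ham's F12 with 0.5% BSA, HEPES 25 mM, pH 7.4; also added: DiI-HDL 10 µg/mL; timing: 3 h uptake period with compound, 37 °C; signal: DiI fluorescence, bottom read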
MITF act – activators of MITF-driven TRPM1 promoter reporter, primary screen, cell-based, SK-MEL-5, luciferase, single point; SK-MEL-5 TRPM1-promoter luciferase, 24 h; % of positive control, neutral wells = 0; activation, % at 12.5 µM; 300,000 tested, 0.75% active;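 active means mean activation of at least 80% with every replicate also reaching 80%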;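 further: 0% = neutral control wells and 100% = parthenolide positive control wells; values of inactives mirror those of a sister screen read the other way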
Tat transport – E. coli Tat export inhibitors, primary screen, MC4100, TorA-mCherry reporter, fluorescence, single point | AID 488895, 2010 | inhibition, % at 10 µM | 340,000 tested, 0.036% active;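 active means mean replicate inhibition at least 50% and at least half of replicates individually reaching 50%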;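 further: exported cargo escapes ClpAP degradation while cytoplasmic cargo is degraded and loses fluorescence; 0% = median of neutral control wells and 100% = median of NaSCN control wells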
CAL PDZ FP-2 – CAL PDZ peptide-binding inhibitors, primary screen, biochemical, fluorescence polarization, Cer-tagged CAL PDZ, HTS | Golgi-associated PDZ and coiled-coil motif-containing protein (Homo sapiens), Q9HD26 | purified CAL PDZ, TMR-peptide fluorescence polarization, 1 h | inhibition, % at 20 µM | 330,000 tested, 0.02% active | AID 504414, 2011;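 active means highest replicate inhibition of at least 40%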;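 further: plate controls were DMSO neutral control wells for no effect and unlabeled competitor peptide control wells for full effect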
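System: tagged CAL PDZ domain. Schedule: 1 h room-temperature incubation prior to read. Signal: fluorescence polarization (mP). Measure: percent inhibition from loss of millipolarization.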
Numbers without * were called inactive; nt = no result given. No enrichment for hits. About 3.6% of those tested had a hit in this group.

SMILES	phage Ecoli inh	SR-BI HDL uptake	Wnt bcat act	Ecoli viability	AddAB inh	CAL PDZ FP-1	SR-BI DiI-HDL act	MITF act	Tat transport	CAL PDZ FP-2
CN(C)CCNC(=O)c1c(CSc2ccc(Cl)cc2)noc1C(=O)NCc1ccccc1	5.2	2	-5	-2.6	-1.6	0	-2	9	-11	-0.5
C=CC[C@H](CC(=O)NCCO)C(=O)N[C@@H](C)COC(=O)[C@@H](CC=C)CC(=O)OC(C)(C)C	0.2	-25	-4	2.3	2.9	-2	25	0	11	0.0
COC(=O)CSc1nnc(C)c(=O)[nH]1	1.2	-6	nt	0.2	1.7	-6	6	4	1	0.6
CC(=O)c1c(C)[nH]c(C(=O)OCC(=O)N(CC(C)C)C2CCS(=O)(=O)C2)c1C (centres undefined)	0.4	9	2	nt	nt	-1	-9	-1	6	-3.1
CCC/C(O)=C1\C(=O)CC(C)(C)CC1=Nc1ccc(OC)cc1OC	-2.1	39	nt	3.0	4.5	60*	-39	-25	7	0.1
CN(C)c1ccc(/C=C2\CCCCC2=O)cc1	4.0	-9	-2	-0.7	-2.1	1	9	43	0	-1.3
CCOC(=O)C(C(=O)OCC)C(c1ccccc1)N1CCN(c2ccccc2)CC1 (centres undefined)	0.8	-28	-3	nt	nt	5	28	-7	-4	-1.2
O=C(CSc1ccc(-c2cccnc2)nn1)N1CCCCC1	2.6	-11	0	0.2	6.6	-2	11	10	5	-0.9
Clc1ccc(C(c2nnnn2CCc2ccccc2)N2CCSCC2)cc1 (centres undefined)	1.5	27	-6	-0.5	5.1	-1	-27	18	4	0.0
CC(=O)c1ccc(S(=O)(=O)N2CCC(C(=O)Nc3ncc(C)s3)CC2)cc1	3.2	6	-1	0.6	-1.1	-3	-6	1	-4	-0.8
Nc1c(C(=O)N2CCOCC2)sc(=S)n1-c1ccccc1	0.0	2	nt	2.5	2.4	nt	-2	-13	-12	-1.7
COC(=O)c1n[nH]n(-c2cc(Cl)cc(Cl)c2)c1=O	1.9	-26	1	1.3	1.5	-7	26	0	-4	-1.9
CCCCNC(=O)N(C)c1nncnc1C(=O)NC	0.3	-15	nt	-0.6	2.9	-1	15	-7	-15	-1.2
O=C(C1CCCCC1)N1CCN=C1SCc1cccnc1	2.1	-1	-3	-0.3	4.0	-1	1	-8	-3	-0.3
O=C(CN1C(=O)NC2(CCCCCC2)C1=O)N1CCN(c2ccccc2)CC1	1.8	12	-1	-0.3	1.4	3	-12	5	4	0.2
COc1ccc(OCc2cc(C(=O)N3CCCC3)no2)c2ccccc12	-2.8	18	43*	0.8	-2.2	-4	-18	18	10	-0.5
O=Nc1ccc(NOC(=O)c2ccccc2Br)cc1	3.3	-11	nt	-1.0	2.5	1	11	19	-3	-0.1
Cc1ccccc1NC(=O)C(=O)N/N=C/c1cccc(Br)c1	1.3	21	1	3.9	0.5	-5	-21	-6	-11	-0.5
O=C(O)C1CC(O)CN1C(=O)c1ccco1 (centres undefined)	0.6	14	2	-2.3	1.1	-3	-14	nt	-3	-1.8
O=C(NCC1CC1)c1ccc2c3n(nc2c1)-c1ccc(Cl)cc1CO3	1.5	43	25	-1.6	1.5	-1	-43	59	-2	-2.9
COc1ccc(CCNC(=O)Cc2cc(OCc3ccccc3)c(OC)cc2[N+](=O)[O-])cc1OC	0.0	38	-2	0.7	3.1	14	-38	nt	-15	-1.0
CCO[C@@H]1OC(C(=O)NCc2nc3ccccc3[nH]2)=C[C@H](c2coc3ccccc3c2=O)[C@H]1CCCO	1.4	13	-2	0.3	1.6	-1	-13	3	-5	0.5
COCC1CCN(C(=O)c2cc(COc3cncc(Cl)c3)on2)C1 (centres undefined)	0.8	-22	2	1.4	2.2	-3	22	1	-11	-1.9
CCOc1ccc(N2C(=O)CSC23CCCCC3)cc1	2.8	9	nt	1.4	1.9	-3	-9	18	-2	-0.2
NC(=O)C1CCN(c2nc(-c3cccnc3)cs2)CC1	1.0	-8	-4	-2.0	0.8	-3	8	-12	-17	0.4
COc1ccc(C(=O)Nc2nccs2)cc1[N+](=O)[O-]	5.9	-11	3	-0.1	7.7	1	11	15	-7	-2.0
CCOc1cc(N2CCOCC2)c(OCC)cc1NC(=O)C(C)(C)C	1.2	-3	12	-0.2	-0.1	-4	3	4	-9	-0.4
C=CCNC(=O)Nc1ccc(Cl)cn1	3.3	-10	nt	-1.0	2.8	3	10	6	0	-1.8
N#C/C(=C\c1cccn1-c1ccccc1)C(=O)NC1CCCCC1	2.5	67	-5	0.0	2.5	-1	-67	-14	-8	-2.2
Cc1ccc(N2C(=O)CC(N3CCSCC3)C2=O)c(C)c1 (centres undefined)	3.7	-4	3	-0.6	-1.9	-4	4	-4	-4	-1.6
CCOc1ccc2oc(C(=O)N(CC)CC(=O)Nc3ccc(NC(C)=O)cc3)c(C)c2c1	3.1	58	1	-0.9	1.6	-4	-58	-1	5	0.2
CCOc1cc(CNn2cn[nH]c2=S)cc(Cl)c1OCc1ccccc1F	-2.2	0	1	0.3	1.1	-3	0	-10	7	-1.2
CC(C)CN1CCC(=O)N(CCN=[N+]=[N-])CC1	0.6	-6	-2	0.8	3.5	3	6	7	4	0.2
CCCC(=O)Nc1ccc(C=C(C(C)=O)C(C)=O)cc1	2.1	nt	-1	0.9	-1.3	nt	nt	nt	nt	nt
O=C(Cn1cnc2ccccc21)Nc1cc(C(F)(F)F)ccc1N1CCOCC1	3.1	21	-7	1.9	0.2	-7	-21	nt	-5	nt
O=C(NCCCN1CCOCC1)NC1CCCCC1	3.0	-4	nt	0.1	1.6	8	4	-2	-15	-4.9

Part of the list above in order of SMILES length, rising:
SMILES	phage Ecoli inh	SR-BI HDL uptake	Wnt bcat act	Ecoli viability	AddAB inh	CAL PDZ FP-1	SR-BI DiI-HDL act	MITF act	Tat transport	CAL PDZ FP-2
CC(C)CN1CCC(=O)N(CCN=[N+]=[N-])CC1	0.6	-6	-2	0.8	3.5	3	6	7	4	0.2
CCOc1cc(N2CCOCC2)c(OCC)cc1NC(=O)C(C)(C)C	1.2	-3	12	-0.2	-0.1	-4	3	4	-9	-0.4
O=C(Cn1cnc2ccccc21)Nc1cc(C(F)(F)F)ccc1N1CCOCC1	3.1	21	-7	1.9	0.2	-7	-21	nt	-5	nt

(list continues)
SMILES	phage Ecoli inh	SR-BI HDL uptake	Wnt bcat act	Ecoli viability	AddAB inh	CAL PDZ FP-1	SR-BI DiI-HDL act	MITF act	Tat transport	CAL PDZ FP-2
C[C@]1(C(=O)NCCc2c[nH]c3ccccc23)C=C[C@@H](Cc2ccccc2)N1C(=O)c1ccccc1	1.0	-22	0	-1.2	1.3	-3	22	1	6	0.6
Cc1ccc(S(=O)(=O)N2C[C@@H]3[C@H]4CC[C@H](C4)[C@@H]3[C@@H](C)[C@H]2c2ccn(Cc3ccccc3)c2)cc1	3.4	-3	-4	-1.6	-0.9	-4	3	1	-11	-1.7
CCOC(=O)c1ccc(NC(=S)N(CCCN2CCN(C)CC2)Cc2cccs2)cc1	0.6	-8	-1	-3.3	2.1	-2	8	0	-1	0.2
CC1(C)C2CCC1(C)C1(C2)NC(=O)c2ccccc2O1 (centres undefined)	6.8	-9	-4	1.6	4.3	0	9	18	-6	-1.5
COc1cc(/C=N/NC(=O)c2ccc(Cl)c(S(N)(=O)=O)c2)ccc1OCC(N)=O	1.5	nt	-1	-2.1	-0.7	-4	nt	-7	-1	-2.3
O=C(Nc1cc(Cl)ccc1N1CCCCC1)c1cccs1	0.9	48	-5	4.1	3.2	0	-48	-7	1	-2.2
CC#CCN1c2ccccc2[C@]23C[C@@H](C(=O)OC)N(C(=O)c4ccco4)C2=NC(C(=O)OC)=C(C(=O)OC)[C@H]13	-0.3	-8	-1	0.3	3.7	4	8	-7	-2	-0.2
CC(C)CC(=O)N=Nc1c(O)[nH]c2ccccc12	3.7	-10	3	-1.6	1.5	-7	10	10	-3	-3.3
COc1ccc(CNC(=O)c2ccc(=O)oc2)cc1OC	2.7	-17	1	1.9	-0.9	3	17	10	-2	-1.9
CCNC(=O)N1CCN(S(=O)(=O)c2ccc3c(c2)OCCCO3)CC1	1.3	-16	-4	-1.0	0.4	16	16	nt	-6	0.7
CCSc1ccc(-c2nn(-c3ccccc3)cc2/C=C(/C#N)C(=O)NCCCOC)cc1	2.8	6	-7	0.5	2.6	-2	-6	14	0	-0.9
CC(C)CCNC(=O)C1CC(c2cccc(F)c2)=NO1 (centres undefined)	1.1	-27	4	-0.5	2.6	-1	27	0	1	-0.7
COc1cccc2cc(C(=O)c3ccccc3)oc12	4.0	-4	4	1.6	1.9	nt	4	26	2	-0.2
Cn1c(=O)[nH]c(=O)c2c1nc(SCCCO)n2CCCc1ccccc1	-0.2	-10	1	1.4	4.1	nt	10	17	1	-2.0
Cc1cc(C)cc(NC(=O)c2ccc(CN3CCc4ccccc4C3)cc2)c1	2.1	22	-1	0.4	0.8	-1	-22	nt	-4	0.3
O=C(Cc1ccc(NS(=O)(=O)c2cccc(C(F)(F)F)c2)cc1)NCCN1CCOCC1	3.5	-5	-4	2.1	2.1	-6	5	-10	4	-0.8
O=C(Nc1nc2ccccc2[nH]1)c1ccc(Cl)c([N+](=O)[O-])c1	2.2	9	11	1.5	-0.8	-2	-9	19	-4	-0.1
O=C(c1ccc2c(c1)OCCO2)C1CCN(C(=O)c2ccc(F)cc2)CC1	3.3	22	nt	0.8	0.8	nt	-22	-6	9	-0.8
O=C(NC(=S)NNC(=O)c1ccccc1O)c1ccco1	5.7	110*	-3	2.5	14*	nt	-110	-6	-1	-2.6
Cc1csc(NC(=O)c2ccccc2O)n1	1.8	-16	nt	3.3	1.9	0	16	27	16	-1.4
Nc1ccc2nc(-c3cc(Cl)c(N)c(Cl)c3)[nH]c2c1	1.7	6	43*	-0.4	2.8	-3	-6	51	7	0.8
CC1CCN(S(=O)(=O)c2ccc3ncn(CC(=O)N4CCN(C)CC4)c(=O)c3c2)CC1	3.6	7	-2	0.5	6.3	0	-7	20	-7	-2.1
CSc1nc(-c2ccc(Cl)cc2)c(C#N)c(=O)n1C	3.6	6	-1	-0.6	4.1	-5	-6	3	0	3.8
CC(=O)Nc1cccc(C(=O)OCC(=O)N2CCN(C(=O)COC(=O)c3cccc(NC(C)=O)c3)CC2)c1	0.7	27	-2	nt	nt	-2	-27	-5	-3	2.2
COc1cccc(-c2csc(N3CCN(S(=O)(=O)c4ccc(F)cc4)CC3)n2)c1	-0.4	62	nt	-1.9	-0.7	nt	-62	3	-2	-2.2
NC(=O)[C@@H]1CCCCNc2c(F)cc([N+](=O)[O-])cc2C(=O)N[C@@H](CC(=O)O)C(=O)NCC(=O)N1	2.5	5	1	1.8	1.7	-1	-5	0	0	-1.1
O=C(Cc1coc2ccc3ccccc3c12)N1CCc2ccccc21	0.6	-4	nt	1.2	2.2	6	4	nt	-7	0.6
